KLK5 inh = kallikrein 5 (human) inhibition | Q9Y337 | recombinant hK5, fluorogenic AMC substrate cleavage | inhibition, % at 5 µM | actives 0.59% (n = 210,000) | AID 873;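 active = inhibition of 40% or more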;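 note: 0% = enzyme controls without compound and 100% = no-enzyme blanks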
Target sequence (Q9Y337 67-293 limits assumed): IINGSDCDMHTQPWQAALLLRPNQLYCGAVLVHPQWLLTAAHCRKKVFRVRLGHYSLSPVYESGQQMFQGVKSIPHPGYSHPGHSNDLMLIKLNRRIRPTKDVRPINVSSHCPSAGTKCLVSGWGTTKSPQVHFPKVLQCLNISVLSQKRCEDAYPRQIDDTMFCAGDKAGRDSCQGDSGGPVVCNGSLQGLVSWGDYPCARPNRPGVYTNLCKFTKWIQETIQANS
thrombin 1536 = inhibitors of human thrombin; actives 0.26% (n = 220,000); inhibition, % at 5 µM; P00734; alpha-thrombin, Boc-VPR-AMC fluorogenic substrate cleavage;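 active = inhibition at or above 40%; inactive = inhibition below 40%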;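 note: 0% = enzyme with no compound and 100% = wells without enzyme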
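System – human alpha-thrombin protein · Reagent – Boc-VPR-AMC substrate, 15 µM final · Compound – 5 µM single dose in 0.2% DMSO · Schedule – reaction at room temperature · Technique – AMC fluorescence at 355 nm excitation and 460 nm emission · Read-out basis – % inhibition relative to enzyme controls and enzyme-free blanks · Control set – no-compound enzyme wells and no-enzyme blanks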
Runt-SMMHC FRET = Runt domain-CBFb-SMMHC interaction inhibition; Q01196+Q13951; actives 0.74% (n = 220,000); Cerulean-Runt/Venus-CBFb-SMMHC FRET ratio 530/480, 1 h; inhibition, % at 20 µM;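 active = mean inhibition across duplicate retests at 20 µM reaching about 50%, limit read from the data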;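 note: 0% = DMSO wells and 100% = wells with excess untagged CBFb-SMMHC; inhibitors lower the FRET ratio by blocking Runt binding to CBFb-SMMHC; some results filed as inactive read as strong as hits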
Target sequence (Q01196 whole entry, looked up, the tested form may be a part): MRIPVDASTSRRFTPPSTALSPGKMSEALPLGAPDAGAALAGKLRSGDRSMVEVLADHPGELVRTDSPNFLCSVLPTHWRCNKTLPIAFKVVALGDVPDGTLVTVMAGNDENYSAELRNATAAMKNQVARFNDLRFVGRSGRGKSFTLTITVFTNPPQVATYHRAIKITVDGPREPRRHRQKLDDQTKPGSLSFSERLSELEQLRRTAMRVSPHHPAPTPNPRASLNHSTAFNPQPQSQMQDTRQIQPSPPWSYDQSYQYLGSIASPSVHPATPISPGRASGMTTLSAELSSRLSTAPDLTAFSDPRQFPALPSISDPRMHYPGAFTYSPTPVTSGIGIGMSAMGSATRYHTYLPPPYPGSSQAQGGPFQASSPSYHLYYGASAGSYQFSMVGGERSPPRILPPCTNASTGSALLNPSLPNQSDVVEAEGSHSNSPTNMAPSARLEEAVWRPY
Target sequence (Q13951 whole entry, looked up, the tested form may be a part): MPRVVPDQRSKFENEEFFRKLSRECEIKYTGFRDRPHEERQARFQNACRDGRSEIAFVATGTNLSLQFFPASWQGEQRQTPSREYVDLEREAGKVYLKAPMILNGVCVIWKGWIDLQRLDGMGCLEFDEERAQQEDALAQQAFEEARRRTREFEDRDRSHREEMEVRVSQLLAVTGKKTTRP
Wee1 stabilizer = inhibitors of human Wee1 degradation. actives 1.2% (n = 220,000). HeLa Luc-Wee1K328M stability, luciferase luminescence; 100% = proteasome inhibitor MG132 effect. AID 1321. reporter increase, % at 5 µM. P30291;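 active = activation above the mean of all tested compounds plus 3 SD, set per screening run, cut at about 8.8% in these data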;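 note: cells exposed to compound for 20 h before luminescence read; 0% = DMSO alone and 100% = MG132 at 30 µM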
14-3-3 Bad inh = disrupts binding of bovine 14-3-3 zeta to phospho-Bad peptide; P63103; TR-FRET 14-3-3zeta/Dy647-pBad peptide displacement, 1 h; inhibition, % at 21.7 µM; actives 0.71% (n = 220,000);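 active = inhibition above about 70%, limit read from the data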;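 note: 0% = full 14-3-3 plus peptide FRET controls and 100% = background without 14-3-3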
Hck Nef HTS = blocks Nef-activated human Hck kinase. inhibition, % at 20 µM. actives 0.68% (n = 220,000). Recombinant Hck-YEEI plus Nef, Z-Lyte FRET kinase assay;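 active = Hck-Nef kinase inhibition above about 50%, limit read from the data; inactive = inhibition below that limit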;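 note: 0% = DMSO with Hck plus Nef and 100% = Hck alone without Nef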
FXIa inh 1536 = inhibitors of human coagulation factor XIa; P03951; AID 798; inhibition, % at 5 µM; actives 0.14% (n = 220,000); purified FXIa, Boc-Glu-Ala-Arg-AMC fluorogenic substrate;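 active = inhibition of at least 40%; inactive = inhibition below 40%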;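 note: fluorescence of freed AMC excited at 355 nm; 0% = enzyme without compound and 100% = no enzyme blank; many of its hits are not listed in these tables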
Runt-CBFb FRET = blocks binding of human RUNX1 Runt domain to CBFb; Cerulean-Runt/Venus-CBFb FRET ratio 530/480, 1 h; inhibition, % at 20 µM; actives 0.46% (n = 220,000); AID 1496;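 active = inhibition over about 50% at 20 µM in the single-dose screen, limit read from the data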;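 note: 0% = DMSO wells and 100% = excess unlabeled CBFb competitor control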
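Buffer or medium: Tris pH 7.5 buffer with BSA. Assay system: Cerulean-labeled Runt domain protein. Amount: each fluorescent fusion protein 100 nM. Read-out basis: loss of energy transfer signal. Incubation: 1 h compound exposure, room temperature. Probe or stimulus: Venus-CBFb binding partner, 100 nM. Detection: FRET, excitation 422 nm, emission at 530 and 480 nm.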
FXIIa inh 1536 = factor XIIa (human) inhibition; P00748; AID 800; inhibition, % at 5 µM; purified FXIIa, Boc-QGR-AMC fluorogenic substrate, 2 h; actives 0.3% (n = 220,000); in the data active = inhibition above about 40%;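 note: 0% = enzyme with no compound and 100% = blank without enzyme; many of its hits are not listed in these tables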
* = called active by the depositor; · = no result given; [ ] = another dose, or the depositor's remark. Hits appear at their usual frequency, and some 4.2% of all compounds hit somewhere here.

SMILES	KLK5 inh	thrombin 1536	Runt-SMMHC FRET	Wee1 stabilizer	14-3-3 Bad inh	Hck Nef HTS	FXIa inh 1536	Runt-CBFb FRET	FXIIa inh 1536
CCCC(c1nnnn1Cc1ccccc1)N1CCC(C(N)=O)CC1 (centres undefined)	-16	-8	0	0	-1	-2	16	-1	12
CCC(C)NC(=O)C1CCCCN1S(=O)(=O)c1ccc(F)cc1 (centres undefined)	-1	-2	0	-4	·	-1	2	2	8
CCOC(=O)c1cc2ccccc2nc1C	-4	2	-6	5	-5	-2	1	1	16
Nc1ncc([N+](=O)[O-])c(Oc2ccccc2F)n1	26	-8	1	2	-5	5	-9	1	3
CCOc1ccccc1N(C(=O)Nc1ccc(Cl)cc1)C1=NCCS1	3	10	-1	4	-8[fluorescence artefact?]	0	8	1	2
CCc1nc2ccccc2c(=O)n1NC(=O)c1c(O)c2ccccc2[nH]c1=O	-2	3	-5	2	25[fluorescence artefact?]	1	22	4	28
CCOC(=O)c1c[nH]c2c3c(ccc2c1=O)CCCC3	-5	-9	-4	-2	-6	1	2	-3	14
COc1ccccc1CC(=O)Nc1cccc2c1CCCC2	-9	0	4	4	-9	5	9	1	13
O=C(CCNC(=O)c1ccccc1Cl)Nc1ccc2c(c1)OCO2	4	6	-4	-3	2	0	3	2	16
C/C(N)=C(/C#N)C(=O)CSc1nnnn1-c1ccc(C)cc1C	-4	4	2	1	-11	3	3	-3	20
COCc1nn2c(N)c(C#N)cnc2c1-c1ccccc1	-2	-5	2	0	-1	-4	-7	0	4
O=C(CSc1ccc(Cl)cc1)c1ccco1	-68	-2	-1	2	1	0	0	6	8
C=CCOc1ccc(C2NC(=S)NC(c3ccccc3)=C2C(C)=O)cc1OC (centres undefined)	-4	3	-2	2	-13	12	-2	-1	7
Cc1ccc(C(=O)O)c(C(=O)Nc2nc(C)cs2)c1	-14	-4	-2	0	3	0	0	1	6
O=C1C=C(O)CC(c2ccco2)C1 (centres undefined)	-16	3	2	-1	5	1	-3	4	13
O=C(NCCc1ccccn1)c1ccc(S(=O)(=O)N2CCCCCC2)cc1	-3	-7	1	-2	-10[fluorescence artefact?]	0	-6	0	14
Cn1nnnc1SCC(=O)N1CCCc2ccccc21	-8	-1	-1	-1	-5	8	-4	-3	7
CN(C)c1cccc2c(C=C(C#N)C#N)ccc(N(C)C)c12	-4	-1	11	1	-10	2	4	-14	6
CCOC(=O)N1CCC(Nc2c(N3CCN(c4cccc(C(F)(F)F)c4)CC3)c(=O)c2=O)CC1	-8	1	-4	2	-10	0	-1	-8	11
Cc1ccc(C)n1-c1sccc1C(=O)O	-12	-7	1	1	22	1	-9	12	-7
COCc1cc(C)nc2sc(C(=O)OC(C)C)c(N)c12	-7	-1	-4	0	-27	-6	-6	-2	7
CC(=O)C1=C(C)NC(SCC(N)=O)=C(C#N)C1c1sccc1C (centres undefined)	6	-2	-2	-1	-1	5	-3	·	13
CCn1c(C)cc2c(c1=O)C(c1ccccc1)C(C(=O)OC)=C(N)O2 (centres undefined)	-13	-3	1	1	-1	3	0	-2	11
COC(=O)c1[nH]c2cc(OC)ccc2c1NC(=O)c1ccc2c(c1)OCO2	11	-3	-1	-1	7	8	-9	-2	2
NCCCN1CCOCC1	-12	3	25	0	-8[fluorescence artefact?]	1	6	-2	25
(continued)
SMILES	KLK5 inh	thrombin 1536	Runt-SMMHC FRET	Wee1 stabilizer	14-3-3 Bad inh	Hck Nef HTS	FXIa inh 1536	Runt-CBFb FRET	FXIIa inh 1536
Cc1cc(NC(=O)c2oc3ccccc3c2C)ccc1-n1cnnn1	-21	4	-8	-1	-8	4	-2	-3	10
Cc1c(NC(=O)CSc2ncccn2)c(=O)n(-c2ccccc2)n1C	-1	1	2	-3	-7	-5	2	0	8
Cn1c(-c2c(N)n(CCc3ccccc3)c3nc4ccccc4nc23)nc2ccccc21	-23	0	-43	1	-1	-5	16	-13	22
C/C(=N/N=C1/NC(=O)CC(C(=O)Nc2ccccc2)S1)c1cccs1 (centres undefined)	-16	-6	-1	0	-7[fluorescence artefact?]	4	5	-1	16
COc1ccc(C(=O)NC(=S)NCc2cccnc2)cc1OC	2	-2	0	-2	-15	3	-2	-1	10
C/C(=N\NS(=O)(=O)c1ccccc1)c1cccc(NC(=O)c2cccc(Cl)c2)c1	2	-3	-1	-1	6	0	1	1	8
CC(C)CNS(=O)(=O)c1ccc(CCC(=O)N2CCN(Cc3ccccc3)CC2)cc1	-25	-4	-4	0	1	0	-8	-4	1
CCOC(=O)C1CCCN(C(=O)c2cc(S(=O)(=O)N3CCCCC3)ccc2C)C1 (centres undefined)	1	-3	-8	2	1	9	8	1	3
CCOc1ccc(N=C2NC(=O)SC2CC(=O)OC)cc1 (centres undefined)	-6	-8	-7	-2	-17	-1	-6	1	-3
O=C(CN1C(=O)CSc2cc(S(=O)(=O)N3CCCCCC3)ccc21)NCCc1ccccc1	3	-5	0	-1	0	-1	-5	-4	8
COC(=O)c1sccc1NC(=O)c1ccoc1C	32	14	2	0	-5	1	8	-1	1
Cc1ccccc1NC(=O)C(C)c1cccc(C(=O)c2ccccc2)c1 (centres undefined)	-1	-3	-2	-3	7	-1	1	-3	10
Cc1ccc(-c2nc(N/N=C/c3cccc([N+](=O)[O-])c3)c3ccccc3n2)cc1	6	12	12	2	51	25	4	·	22
CCC(Oc1ccccc1)C(=O)Nc1ccc(S(=O)(=O)Nc2cnc3ccccc3n2)cc1 (centres undefined)	-23	-4	1	0	32	1	-6	0	1
CCOc1ccccc1/C=C(/C#N)C(N)=O	7	4	1	0	-2	7	7	-1	29
CN(C)CC/C=C1/c2ccccc2Sc2c(O)cc(Cl)cc21	-2	-1	-8	-1	0[fluorescence artefact?]	6	5	0	10
CCn1c(-c2nonc2NC(=O)c2ccccc2)nc2ccccc21	-12	2	-7	0	1	2	-8	-1	11
NC(N)=NC(N)=Nc1cccc(Cl)c1	2	2	-4	·	-2	14	4	3	8
N#C/C=C(/N)N1CCN(c2ccc(Cl)c(Cl)c2)CC1	-18	-8	-2	0	-7	2	2	-1	18
Clc1ccc(C2CC(c3cccs3)n3ncnc3N2)cc1 (centres undefined)	0	-3	-1	-3	-4	-2	3	2	7
O=S(=O)(Nc1ccc2c(c1)OCCO2)c1cccs1	-1	-2	-1	-4	2	4	-9	2	11
CC1(C)CC(CC(=O)Nc2nccs2)(c2ccccc2)CCO1 (centres undefined)	-5	-13	3	0	-5	1	8	-5	15
COc1ccc(Nc2oc(-c3ccc(Cl)cc3)nc2C#N)cc1	-24	-5	2	2	-7[fluorescence artefact?]	0	-3	0	-1
CCOc1ccc(NC(=O)CN2CCN(C3c4ccccc4-c4ccccc43)CC2)cc1	-4	-1	-4	1	-5	-2	8	-6	15
C/C=C\C=C/C(=O)Nc1cccc(C2=NOC3(C2)C[C@H](C(N)=O)N(C(=O)c2ccc(OC)cc2)C3)c1 (some centres undefined)	-4	-9	-2	·	-4	-10	-5	4	-1

3 of the entries above in order of the Wee1 stabilizer value, falling:
Molecule	KLK5 inh	thrombin 1536	Runt-SMMHC FRET	Wee1 stabilizer	14-3-3 Bad inh	Hck Nef HTS	FXIa inh 1536	Runt-CBFb FRET	FXIIa inh 1536
Cc1ccc(-c2nc(N/N=C/c3cccc([N+](=O)[O-])c3)c3ccccc3n2)cc1	6	12	12	2	51	25	4	·	22
CCOc1ccc(N=C2NC(=O)SC2CC(=O)OC)cc1 (centres undefined)	-6	-8	-7	-2	-17	-1	-6	1	-3
O=S(=O)(Nc1ccc2c(c1)OCCO2)c1cccs1	-1	-2	-1	-4	2	4	-9	2	11

Following part
SMILES	KLK5 inh	thrombin 1536	Runt-SMMHC FRET	Wee1 stabilizer	14-3-3 Bad inh	Hck Nef HTS	FXIa inh 1536	Runt-CBFb FRET	FXIIa inh 1536
CCCCSc1nnc(-c2ccccc2N)c(=O)[nH]1	1	7	-10	1	3	6	6	0	22
CCOc1ccc(-c2n[nH]c(C)c2Oc2ccccc2OC)c(O)c1	2	0	-2	3	-2	15	8	0	15
Cc1cccc(NC(=S)Nc2ccc3cn[nH]c3c2)c1	-7	11	6	2	-2[fluorescence artefact?]	1	2	7	10
CCCCCCCCN1C(=O)C(O)=C(C(C)=O)C1c1ccccn1 (centres undefined)	-47	-1	-4	0	26	9	6	-2	16
O=C(c1ccccc1)C1CCN(C(=O)Nc2ccccc2)CC1	-2	3	0	4	0	-2	0	-1	9
CCN(CC)C1=C(Cl)C(=O)C(Cl)C12OCCO2 (centres undefined)	3	-3	-3	2	6	18	-5	0	2
CCn1c(=O)n(CC(=O)N2CCN(c3ccccc3F)CC2)c(=O)c2ccccc21	-18	-11	-3	-2	2	0	-5	0	8
COc1cc(/C=C2\SC(=S)N(N(C)c3ccccc3)C2=O)ccc1O	-2	-6	-42	0	-5	2	-1	-20	3
COc1ccc(/C(O)=C2/C(=O)C(=O)N(CCN(C)C)C2c2ccc(OC)c(OC)c2)c(C)c1 (centres undefined)	6	5	·	-1	12	1	7	·	8
Cc1ccc(N2C(=O)CC(c3ccsc3)C3=C2CC(C)(C)CC3=O)cc1 (centres undefined)	1	-2	-2	-4	13	0	-1	-3	13
COc1ccc(CNC(=O)c2noc3c2CCCCC3)cc1	-2	4	3	-1	0[fluorescence artefact?]	-5	3	0	18
O=C(NCc1ccc2c(c1)OCO2)Nc1ccc2nsnc2c1	-4	-10	3	-2	-4	1	-2	0	-1
O=C(N/N=C/c1ccccn1)c1ccc(N/N=C/c2ccccn2)cc1	-11	-11	-2	2	-11	32	-4	0	6
CCOc1ccc2nc(NC(NC(=O)CC)(C(=O)OC)C(F)(F)F)sc2c1 (centres undefined)	-22	-7	2	0	9	-2	-2	-4	0
COc1cc(OC)c(NC(=O)CCc2nc(-c3cccs3)no2)cc1Cl	3	0	2	-1	-5	1	2	2	12
O=C1CC(=O)N(CCNc2ncc(C(F)(F)F)cc2Cl)C(=O)N1	-13	2	-10	-2	15[fluorescence artefact?]	0	2	-6	12
COc1cccc(C(=O)NN2c3ccccc3CCc3ccccc32)c1	-4	-3	1	-1	-17	2	8	0	9
CCN1CCN(S(=O)(=O)c2cc(OC)ccc2OC)CC1	0	1	-6	0	-2	6	4	3	-4
Cc1ccc(OCC(=O)NNC(=O)c2cc3ccccc3o2)cc1C	-27	0	-1	6	-6	0	-1	-2	3
O=C(O)CCc1ccc(-c2cccs2)n1NC(=O)c1ccccc1Br	0	-10	51	1	-2	5	-11	19	-4
CCN(CC)c1ccc(/C=N/NC(=O)c2c[nH]c3ccccc23)cc1	-20	-6	16	-3	-4	18	-3	3	-2
O=C(Nc1ccccc1F)C(=O)c1cn(CC(=O)N2CCCCC2)c2ccccc12	0	-6	-2	1	-5	19	-3	0	7
CC(=O)Nc1ccc(S(=O)(=O)NCC2CCC(C(=O)N3CCN(c4ccccn4)CC3)CC2)cc1 (centres undefined)	-26	-2	1	0	-2[fluorescence artefact?]	1	2	0	15
COc1cc(OC)cc(C(=O)N[C@H](C(=O)Nc2ccccc2N2CCOCC2)C(C)C)c1	-25	2	-2	1	4	3	5	0	17
COC(=O)c1ccc(CSc2nc3ccccc3[nH]2)o1	18	-2	-3	0	27	-1	-4	-2	8
